# PRC2 inh – EZH2/PRC2 methyltransferase inhibitors, primary screen, biochemical, DELFIA time-resolved fluorescence, single point. Histone-lysine N-methyltransferase EZH2 (Homo sapiens), Q15910. PRC2 H3K27 methylation, DELFIA TRF, 1 h. inhibition, % at 12.5 µM. 0.35% of 57,000 active. AID 651548, 2012;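 active = mean inhibition of replicates at least 50% and every single replicate also reaching 50%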;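 note: dimethyl H3K27 on biotinylated H3 21-44 peptide detected by antibody; plate controls were median neutral control wells for no effect and median positive control wells for full effect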
# Target sequence (Q15910 whole entry, looked up): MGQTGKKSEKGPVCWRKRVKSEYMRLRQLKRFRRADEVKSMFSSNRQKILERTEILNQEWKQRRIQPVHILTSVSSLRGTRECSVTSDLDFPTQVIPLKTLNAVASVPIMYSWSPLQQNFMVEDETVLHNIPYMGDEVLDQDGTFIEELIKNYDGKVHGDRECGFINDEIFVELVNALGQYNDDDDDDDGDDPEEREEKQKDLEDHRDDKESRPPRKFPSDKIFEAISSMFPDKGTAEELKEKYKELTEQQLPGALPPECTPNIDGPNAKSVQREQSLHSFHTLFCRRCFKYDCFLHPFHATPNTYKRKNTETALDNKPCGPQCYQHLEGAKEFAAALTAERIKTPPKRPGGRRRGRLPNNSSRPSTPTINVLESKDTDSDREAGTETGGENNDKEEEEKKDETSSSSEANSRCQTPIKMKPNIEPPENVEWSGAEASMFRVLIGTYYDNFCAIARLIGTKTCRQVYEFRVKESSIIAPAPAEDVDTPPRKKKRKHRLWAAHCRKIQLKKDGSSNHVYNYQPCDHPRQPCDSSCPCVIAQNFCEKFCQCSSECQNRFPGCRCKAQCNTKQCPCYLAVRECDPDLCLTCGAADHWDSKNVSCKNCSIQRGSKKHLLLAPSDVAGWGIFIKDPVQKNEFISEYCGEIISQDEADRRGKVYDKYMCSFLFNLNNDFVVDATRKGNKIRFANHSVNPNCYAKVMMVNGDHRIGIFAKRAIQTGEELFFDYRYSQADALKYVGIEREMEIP
# IDH1 R132H inh – inhibitors of IDH1 R132H reductase, primary screen, biochemical, plate reader, single point; Isocitrate dehydrogenase [NADP] cytoplasmic (Homo sapiens), O75874; diaphorase/resazurin fluorescence, 60 min; inhibition, % at 10 µM; 0.18% of 70,000 active; AID 624101, 2012; in the data active = inhibition above about 34%;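 note: 0% = DMSO and 100% = no enzyme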
# * = called active by the depositor; x = not tested or not shown.
SMILES,PRC2 inh,IDH1 R132H inh
Cc1ccc(-c2cnc3c(c2)C(=O)N([C@H](C)CO)C[C@H](C)[C@H](CN(C)C(=O)c2cccnc2)O3)cc1,-8.5,0.2
C[C@@H]1CCCCO[C@H](CN(C)C(=O)C2CCCCC2)[C@H](C)CN([C@@H](C)CO)C(=O)c2cc(NC(=O)Cc3ccccc3)ccc2O1,x,-1.1
Cc1ccc(S(=O)(=O)Nc2ccc3c(c2)CC(=O)N([C@@H](C)CO)C[C@@H](C)[C@@H](CN(C)Cc2ccc(Cl)c(Cl)c2)O3)cc1,x,1.6
CNC[C@@H]1Oc2ncc(C#CC3CCCC3)cc2C(=O)N([C@@H](C)CO)C[C@@H]1C,x,0.0
C[C@H]1CN([C@@H](C)CO)C(=O)Cc2cc(NC(=O)Nc3ccccc3)ccc2O[C@@H]1CN(C)S(=O)(=O)c1ccc(F)cc1,-8.5,-0.2
O=C(NO)c1cccc(C(=O)N/N=C/c2cccs2)c1,-3.8,-0.5
CC(=O)N(C)C[C@@H]1Oc2ncc(-c3ccc(F)cc3)cc2C(=O)N([C@H](C)CO)C[C@@H]1C,x,1.1
COc1ccc(S(=O)(=O)N(C)CC(=O)Nc2ccccc2Cl)cc1,0.9,0.3
O=C(C[C@H]1CC[C@@H](NC(=O)Nc2ccccc2)[C@H](CO)O1)NCc1ccccn1,9.6,-0.1
CC(C)NC(=O)Nc1cccc2c1O[C@H](CN(C)C(=O)Nc1ccc(F)cc1)[C@@H](C)CN([C@@H](C)CO)C2=O,6.6,2.8
CO[C@H]1CN(C)C(=O)c2ccc(NC(=O)c3cc(C)on3)cc2OC[C@H](C)N(C(=O)C2CC2)C[C@H]1C,-17.2,0.0
C[C@H](CO)N1C[C@H](C)[C@@H](CN(C)S(=O)(=O)c2ccccc2)Oc2c(NS(=O)(=O)c3cccs3)cccc2C1=O,x,-1.7
C[C@@H]1CN([C@@H](C)CO)C(=O)c2cccc(NC(=O)CCCCCC(=O)Nc3ccccc3N)c2O[C@H]1CN(C)Cc1ccc(-c2ccccc2)cc1,2.4,0.3
O=C(OCc1ccccc1O[C@@H]1O[C@H](CO)[C@@H](O)[C@H](O)[C@H]1O)c1c(O)cccc1O[C@@H]1O[C@H](CO)[C@@H](O)[C@H](O)[C@H]1O,2.0,x
C[C@@H]1CCCCO[C@@H](CN(C)S(=O)(=O)c2ccc(Cl)cc2)[C@@H](C)CN([C@@H](C)CO)C(=O)c2cc(NC(=O)c3ccccc3)ccc2O1,x,-2.6

# Some of the entries so far, field by field:
C[C@@H]1CCCCO[C@H](CN(C)C(=O)C2CCCCC2)[C@H](C)CN([C@@H](C)CO)C(=O)c2cc(NC(=O)Cc3ccccc3)ccc2O1
  PRC2 inh = x | IDH1 R132H inh = -1.1

C[C@H]1CN([C@@H](C)CO)C(=O)Cc2cc(NC(=O)Nc3ccccc3)ccc2O[C@@H]1CN(C)S(=O)(=O)c1ccc(F)cc1
  PRC2 inh = -8.5 | IDH1 R132H inh = -0.2

CO[C@H]1CN(C)C(=O)c2ccc(NC(=O)c3cc(C)on3)cc2OC[C@H](C)N(C(=O)C2CC2)C[C@H]1C
  PRC2 inh = -17.2 | IDH1 R132H inh = 0.0

C[C@H](CO)N1C[C@H](C)[C@@H](CN(C)S(=O)(=O)c2ccccc2)Oc2c(NS(=O)(=O)c3cccs3)cccc2C1=O
  PRC2 inh = x | IDH1 R132H inh = -1.7

# The results go on.
SMILES,PRC2 inh,IDH1 R132H inh
COCC#Cc1ccc2c(c1)O[C@@H](CN(C)S(=O)(=O)c1ccc(C)cc1)[C@H](C)CN([C@H](C)CO)S2(=O)=O,x,-2.6
C/C=C/c1cnc2c(c1)C(=O)N([C@H](C)CO)C[C@H](C)[C@H](CN(C)S(=O)(=O)c1ccccc1)O2,-2.5,-1.5
CCC(=O)Nc1ccc2c(c1)C(=O)N(C)C[C@H](OC)[C@H](C)CN(CC1CC1)[C@@H](C)CO2,0.2,0.1
Nc1nc(Cl)nc2c1ncn2C1OC(CO)[C@H](O)[C@H]1F (stereo partly drawn),x,-0.7
C/C=C/c1cnc2c(c1)C(=O)N([C@H](C)CO)C[C@@H](C)[C@@H](CN(C)C(=O)c1cnccn1)O2,1.0,0.1
COc1ccc(S(=O)(=O)Nc2ccc3c(c2)CC(=O)N([C@H](C)CO)C[C@H](C)[C@H](CN(C)S(=O)(=O)c2ccc(Cl)cc2)O3)cc1,x,1.0
CCCNC(=O)Nc1ccc2c(c1)OC[C@H](C)N(C(=O)c1ccccc1F)C[C@H](C)[C@H](OC)CN(C)C2=O,0.4,0.0
CCC(=O)N1C[C@H](C)[C@H](OC)CN(C)C(=O)c2ccc(NC(=O)COC)cc2OC[C@@H]1C,6.4,0.4
C[C@@H]1CN([C@H](C)CO)C(=O)c2cc(NC(=O)Nc3ccccc3)ccc2O[C@@H]1CN(C)Cc1ccc(-c2ccccc2)cc1,x,-0.2
C[C@H](CO)N1C[C@H](C)[C@H](CN(C)C(=O)NC2CCCCC2)OCCCC[C@H](C)Oc2ccc(NC(=O)Nc3ccc(C(F)(F)F)cc3)cc2C1=O,x,5.1
O=C(CS(=O)(=O)Cc1ccccc1)Nc1ncccn1,-2.3,2.1
CNC[C@@H]1Oc2c(NC(=O)Nc3ccc(OC)cc3)cccc2C(=O)N([C@H](C)CO)C[C@H]1C,2.0,x
C[C@@H]1CCCCO[C@@H](CN(C)C(=O)NC2CCCCC2)[C@@H](C)CN([C@@H](C)CO)C(=O)c2cc(NC(=O)Nc3ccc(C(F)(F)F)cc3)ccc2O1,x,27.7
CNC[C@H]1Oc2ncc(C#CC3CCCC3)cc2C(=O)N([C@@H](C)CO)C[C@H]1C,-22.0,-1.7
C[C@@H]1CCCCO[C@@H](CN(C)C(=O)Nc2ccc3c(c2)OCO3)[C@@H](C)CN([C@H](C)CO)C(=O)c2cc(N(C)C)ccc2O1,0.7,-2.5

# Compound profiles, from the list above.
# O=C(NO)c1cccc(C(=O)N/N=C/c2cccs2)c1 across the screens: PRC2 inh = -3.8; IDH1 R132H inh = -0.5
# C[C@@H]1CCCCO[C@@H](CN(C)C(=O)NC2CCCCC2)[C@@H](C)CN([C@@H](C)CO)C(=O)c2cc(NC(=O)Nc3ccc(C(F)(F)F)cc3)ccc2O1 across the screens: PRC2 inh = x; IDH1 R132H inh = 27.7

# Next part:
SMILES,PRC2 inh,IDH1 R132H inh
C=CCOC(=O)[C@@H]1[C@H]2C(=O)O[C@H](c3ccccc3)[C@H](c3ccccc3)N2[C@H](c2ccc(OCCOC(=O)[C@@H]3C[C@@H]4C(=O)N[C@@H](CC(C)C)C(=O)N4[C@@H]3c3ccc(O)cc3)cc2)[C@@]12C(=O)Nc1ccc(I)cc12,-4.0,x
C[C@H](CO)N1C[C@H](C)[C@H](CN(C)S(=O)(=O)c2cn(C)cn2)Oc2ccc(NS(=O)(=O)c3cccs3)cc2CC1=O,x,-1.6
C/C=C/c1cnc2c(c1)C(=O)N([C@@H](C)CO)C[C@H](C)[C@H](CN(C)C(=O)Nc1ccc(OC)cc1)O2,-6.3,x
CC(C)NC(=O)NCC[C@@H]1CC[C@@H](NC(=O)Nc2ccccc2)[C@@H](CO)O1,12.5,0.6
O=C(C[C@H]1CC[C@@H](NC(=O)Nc2ccc(F)cc2)[C@@H](CO)O1)NCc1cccc(F)c1,-0.6,0.0
COc1cc(-c2nc3ccccc3s2)ccc1OCC(=O)Nc1ccc(C)cc1,20.5,-0.2
Cc1ccc(S(=O)(=O)Nc2ccc3c(c2)C(=O)N([C@H](C)CO)C[C@H](C)[C@H](CN(C)Cc2ccc4c(c2)OCO4)O3)cc1,-2.0,x
C[C@@H]1CCCCO[C@H](CN(C)CC2CCCCC2)[C@H](C)CN([C@@H](C)CO)C(=O)c2cc(NS(=O)(=O)c3ccc(Cl)cc3)ccc2O1,x,1.2
C[C@@H]1CN([C@@H](C)CO)C(=O)c2ccccc2-c2ccccc2CO[C@H]1CN(C)C(=O)Nc1cccc(C(F)(F)F)c1,-6.0,x
COc1cccc(NC(=O)CNC(=O)c2ccc([N+](=O)[O-])cc2)c1,-10.4,0.1
CNC[C@H]1OCCCC[C@@H](C)Oc2ccc(NS(C)(=O)=O)cc2C(=O)N([C@@H](C)CO)C[C@H]1C,2.2,2.1
C[C@@H]1CN([C@@H](C)CO)C(=O)c2cc(-c3ccc(F)cc3)cnc2O[C@@H]1CN(C)Cc1cncnc1,0.9,-1.0
C[C@H](CO)N1C[C@H](C)[C@H](CN(C)C(=O)Nc2ccc(C(F)(F)F)cc2)Oc2ncc(Br)cc2C1=O,6.4,x
C[C@H](CO)N1C[C@H](C)[C@@H](CN(C)CC2CCCCC2)Oc2ccc(NC(=O)Cn3cnnn3)cc2C1=O,x,1.7
COc1cccc(C(=O)Nc2ccc3c(c2)OC[C@@H](C)N(C(=O)C2CC2)C[C@@H](C)[C@H](OC)CN(C)C3=O)c1,0.4,-0.3
Cc1noc(C)c1S(=O)(=O)Nc1ccc2c(c1)C(=O)N([C@H](C)CO)C[C@H](C)[C@H](CN(C)C(=O)Nc1ccc(F)cc1)OCCCC[C@H](C)O2,x,-0.7
Cc1ccc(O)c(NC(=O)CCN2C(=O)c3ccccc3C2=O)c1,-8.1,-0.4
C[C@@H]1CN([C@@H](C)CO)C(=O)c2cccc(NC(=O)Nc3ccccc3)c2O[C@@H]1CN(C)C(=O)Nc1ccc(C(F)(F)F)cc1,x,0.8
O=C(CSc1n[nH]c(-c2ccc(Cl)cc2)n1)Nc1cccc(F)c1,10.9,-0.3
COc1cccc(C#Cc2ccc3c(c2)O[C@@H](CN(C)C)[C@H](C)CN([C@@H](C)CO)S3(=O)=O)c1,-2.1,1.0
C[C@H]1CCCCO[C@H](CN(C)S(=O)(=O)c2cccs2)[C@@H](C)CN([C@@H](C)CO)C(=O)c2cc(NC(=O)CCCN(C)C)ccc2O1,x,0.8
O=C(O)c1c(Sc2ccccc2)c2cc(Cl)ccc2n1Cc1ccc(Cl)cc1,63.9*,-0.6
Cc1noc(C)c1NC(=O)N(C)C[C@@H]1Oc2ccc(NC(=O)Cn3cnnn3)cc2C(=O)N([C@@H](C)CO)C[C@@H]1C,x,2.3
C[C@H]1CN([C@@H](C)CO)C(=O)Cc2cc(NC(=O)Cc3cn(C)c4ccccc34)ccc2O[C@@H]1CN(C)CC1CCCCC1,x,-17.6
Fc1ccccc1CSc1nnc(-c2cccnc2)n1Cc1ccco1,14.9,0.6
C[C@@H]1CN([C@@H](C)CO)C(=O)c2cc(NS(C)(=O)=O)ccc2O[C@H]1CN(C)Cc1ccc(-c2ccccc2)cc1,x,0.4
Cn1c(=O)c2c(ncn2CC(=O)N2CCN(C(=O)c3ccco3)CC2)n(C)c1=O,9.9,0.0
C[C@H](CO)N1C[C@H](C)[C@H](CN(C)C(=O)C2CCC2)Oc2ncc(-c3ccccc3F)cc2C1=O,10.0,-1.6
COc1ccc(CN(C)C[C@H]2Oc3ccc(NC(=O)Nc4ccc5c(c4)OCO5)cc3C(=O)N([C@H](C)CO)C[C@H]2C)cc1,x,0.1
Cc1ccc(-c2cnc3c(c2)C(=O)N([C@@H](C)CO)C[C@@H](C)[C@@H](CN(C)C(=O)c2ccc(F)cc2)O3)cc1,4.4,x
CO[C@H](CN(C)Cc1ccc2c(c1)OCO2)[C@@H](C)CN(C(=O)c1ccccc1)[C@@H](C)CO,5.3,0.2
Cc1nc(SCC(=O)NCC2CCCO2)c2c3c(sc2n1)CCC3 (stereo not drawn),0.0,-0.5
CO[C@H]1CN(C)C(=O)c2ccc(NC(C)=O)cc2OC[C@@H](C)N(CCC(F)(F)F)C[C@@H]1C,-4.5,0.2
Clc1ccc(CCC(Cn2ccnc2)Sc2c(Cl)cccc2Cl)cc1 (stereo not drawn),x,8.5
O=C(CC1CC1)Nc1ccc2c(c1)[C@@H]1C[C@@H](CC(=O)N3CCCCC3)O[C@@H](CO)[C@@H]1O2,3.2,0.2
Cc1ccc(S(=O)(=O)N[C@@H]2CC[C@@H](CCNC(=O)CN3CCOCC3)O[C@H]2CO)cc1,-39.3,0.0
Cc1noc(C)c1NC(=O)Nc1ccc2c(c1)C(=O)N([C@@H](C)CO)C[C@@H](C)[C@@H](CN(C)CC1CCCCC1)OCCCC[C@@H](C)O2,x,4.0
O=C(C[C@H]1C[C@H]2c3cc(NC(=O)C4CCOCC4)ccc3O[C@H]2[C@H](CO)O1)NCc1ccc(Oc2ccccc2)cc1,4.7,1.4
C[C@H](CO)N1C[C@H](C)[C@@H](CN(C)Cc2ccncc2)OCCCC[C@H](C)Oc2ccc(NC(=O)Nc3ccc4c(c3)OCO4)cc2C1=O,x,10.4
Cc1ccc(NC(=O)CSc2n[nH]c(-c3ccncc3)n2)cc1,x,1.2
Cc1ccnc(NC(c2cccc(Br)c2)c2ccc3ccc(C)nc3c2O)c1 (stereo not drawn),4.9,0.7
C[C@H](CO)N1C[C@H](C)[C@@H](CN(C)C(=O)NC2CCCCC2)OCc2ccccc2-c2c(n(C)c3ccccc23)C1=O,-1.6,x
CO[C@H]1CN(C)C(=O)c2cc(NC(C)=O)ccc2OC[C@H](C)N(Cc2cc(F)ccc2F)C[C@H]1C,-5.3,-0.2
COc1cc(C)c(Cl)c(C)c1S(=O)(=O)NC1CC(C)(C)NC(C)(C)C1,2.4,-0.3
C[C@@H]1CN([C@H](C)CO)C(=O)c2cc(NS(C)(=O)=O)ccc2O[C@@H]1CN(C)S(=O)(=O)c1cn(C)cn1,x,1.0
C[C@@H]1CN([C@H](C)CO)C(=O)Cc2cc(NC(=O)Nc3ccccc3)ccc2O[C@H]1CN(C)Cc1ccc(Oc2ccccc2)cc1,x,-0.2
C[C@H]1CN([C@@H](C)CO)C(=O)Cc2cc(NC(=O)Cc3cn(C)c4ccccc34)ccc2O[C@@H]1CN(C)C(=O)Nc1ccc2c(c1)OCO2,x,1.4
C[C@@H]1CN([C@@H](C)CO)C(=O)c2cc(NC(=O)Nc3ccc(F)cc3)ccc2O[C@H]1CN(C)C(=O)Nc1ccc(C(F)(F)F)cc1,x,-2.2

# Some of the compounds tested, so the mix of outcomes need not match the whole.
